Bioassay records from PubChem.
Yeast life ext: yeast lifespan extension; inhibition of the nicotinamide effect, % at 10 µM; S. cerevisiae growth with nicotinamide, OD615; deaD strain in restrictive glucose medium; 130,000 tested, 0.68% active;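 active means inhibition above a set limit, placed 3 SD over the median of all compounds, cut at about 26% in these data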;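 further: 0% = nicotinamide-treated wells and 100% = cells grown without nicotinamide; some compounds called inactive have numbers as strong as hits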
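System: Modified budding yeast, DeaD strain | Buffer or medium: Restrictive glucose medium | Also added: 1.5 mM nicotinamide | Doses: 10 µM single point, 0.25% DMSO | Schedule: 48 h compound exposure at 30 °C, humidified | Detection: Absorbance at 615 nm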
Yeast growth inh: reduces growth of yeast BB579 in restrictive medium | S. cerevisiae BB579 growth, OD615, 48 h | inhibition, % at 10 µM | 140,000 tested, 0.51% active | AID 804;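 active means inhibition above a set limit, 3 SD over the mean compound inhibition, cut at about 44% in these data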; further: inactives centre near -24
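System: DeaD yeast strain BB579; buffer or medium: CSMM-D dextrose restrictive medium; technique: OD at 615 nm; schedule: 4 h cell preincubation, 48 h compound exposure, 30 °C humidified; doses: single 10 µM dose; controls: amphotericin B 10 µg/mL, positive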
bCat KO growth: beta-catenin-lacking colon tumor cell growth suppression; 140,000 tested, 1.5% active; viability, % at 10 µM; AID 818; HCT116 beta-catenin knockout viability, CellTiter-Glo, 60 h; hits give low values;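 active means viability at or under a set limit, the compound median less 4 SD, cut at about 6% in these data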;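 further: 0% = Hyamine 1622 control at 20 µM and 100% = untreated cell control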
NPY-Y2 antag: NPY-Y2 (human) receptor antagonism | 140,000 tested, 0.99% active | NPY-Y2 expressing cells, antagonist mode | inhibition, % at 2.7 µM; in the data active means inhibition above about 17%;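 further: 0% = vehicle with agonist challenge and 100% = reference antagonist with challenge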
Target sequence (P49146 whole entry, looked up): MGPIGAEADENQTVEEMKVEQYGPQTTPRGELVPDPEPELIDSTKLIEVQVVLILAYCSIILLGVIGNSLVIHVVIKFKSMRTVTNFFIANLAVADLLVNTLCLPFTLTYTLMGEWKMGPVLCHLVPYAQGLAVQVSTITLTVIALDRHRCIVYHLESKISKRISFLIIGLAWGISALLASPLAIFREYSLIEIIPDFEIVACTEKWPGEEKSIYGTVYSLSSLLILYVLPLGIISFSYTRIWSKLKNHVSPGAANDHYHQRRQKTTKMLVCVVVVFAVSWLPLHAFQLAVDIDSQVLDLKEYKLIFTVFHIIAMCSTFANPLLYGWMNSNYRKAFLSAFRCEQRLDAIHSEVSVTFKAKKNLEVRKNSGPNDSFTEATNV
MRP1 act: activates MRP-1; H69AR cells + doxorubicin, viability rescue, CellTiter-Glo; 140,000 tested, 0.61% active; viability increase, % at 10 µM; AID 799;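 active means viability gain under doxorubicin at or above a set limit, the compound median plus 3 SD, cut at about 4.7% in these data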;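 further: MRP-1 overexpressing cells given doxorubicin 25 µM after compound pretreatment; 18-22 h compound pretreatment then 72 h with doxorubicin before readout; 0% = doxorubicin-only wells and 100% = vehicle-treated cells without doxorubicin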
Phagocyt inh: blocks phagocytosis by macrophages | J774A.1 macrophage IgG-bead phagocytosis, imaging | inhibition, % at 5 µM | 110,000 tested, 0.07% active;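 active means inhibition above the mean of the plate negative controls plus 5 SD, cut at about 13% in these data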;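 further: phagocytic index as fraction of beads internalized from green versus red external bead signal; plate controls were DMSO negative control for no effect and cytochalasin-D positive control for full effect; some results beyond the cut were filed as inactive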
Measles CPE: protection of cells from measles virus; Measles virus-infected cells, CPE protection, absorbance; protection (pct of control), % at 4 µM; 140,000 tested, 1.5% active; AID 841; in the data active means protection mostly above about 24%, no sharp cut-off; inactive means mostly below about 26%; further: some compounds called inactive have numbers as strong as hits
GALR2 antag: GALR2 (human) receptor antagonism. GALR2-expressing cells, antagonist mode. inhibition, % at 4 µM. 140,000 tested, 0.39% active; in the data active means inhibition above about 27%;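 further: cells stimulated with galanin 1-16 at roughly its EC80; 0% = agonist challenge control and 100% = basal control without agonist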
Target sequence (O43603 whole entry, looked up): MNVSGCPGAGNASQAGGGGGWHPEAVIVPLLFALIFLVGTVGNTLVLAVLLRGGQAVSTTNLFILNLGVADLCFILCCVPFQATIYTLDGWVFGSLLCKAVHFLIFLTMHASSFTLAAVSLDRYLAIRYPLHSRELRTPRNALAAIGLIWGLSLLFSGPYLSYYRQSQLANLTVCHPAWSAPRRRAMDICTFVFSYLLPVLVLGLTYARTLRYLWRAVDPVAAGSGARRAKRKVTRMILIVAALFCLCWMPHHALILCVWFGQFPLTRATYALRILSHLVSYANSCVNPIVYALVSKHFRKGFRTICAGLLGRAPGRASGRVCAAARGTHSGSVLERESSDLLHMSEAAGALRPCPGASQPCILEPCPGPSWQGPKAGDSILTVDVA
HCT116 PTEN-null: PTEN-deleted cell growth suppression. HCT116 PTEN-null viability, CellTiter-Glo, 60 h; hits give low values. viability, % at 10 µM. 140,000 tested, 1.2% active;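 active means viability at or below a set limit, 4 SD under the median of all tested compounds, cut at about 3.7% in these data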;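 further: PTEN knockout HCT116 line with beta catenin targeted HCT116 as companion control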
E-sel TNF inh: blocks E-selectin expression induced by TNF alpha | HUVEC TNFa-induced E-selectin immunofluorescence, high content | inhibition, % at 2 µM | 120,000 tested, 0.71% active;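 active means inhibition above the batch mean plus 3 SD, and confirmed as a hit on visual image review, cut at about 43% in these data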;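 further: 0% = TNF-stimulated DMSO wells and 100% = unstimulated control wells; not every result past the cut was called active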
* hit, by the source's call; . = no result given. Hits appear at their usual frequency, and some 6.1% of all compounds hit somewhere here.

SMILES	Yeast life ext	Yeast growth inh	bCat KO growth	NPY-Y2 antag	MRP1 act	Phagocyt inh	Measles CPE	GALR2 antag	HCT116 PTEN-null	E-sel TNF inh
CCCSCCCNC(=O)CC1Oc2ccccc2NC1=O (centres undefined)	-9	6	96	-1	-0.8	.	6	2	104	-4
COc1ccccc1/C=N\N=C(\N)c1ccccn1	-4	2	89	-1	-0.6	-4	6	0	97	.
COc1ccc(C(=O)/C=C/Nc2cc(C)on2)c(OC)c1	-22	10	95	1	-3.8	-1	8	3	100	-13
COc1ccc(-c2cc(C(F)(F)F)c(C#N)c(SCC(=O)Nc3nc(C)co3)n2)cc1	-27	-37	26	-2	-7.0	1	11	4	10	42
O=C(CCS(=O)(=O)c1ccc(Cl)cc1)Oc1ccc2c(c1)OCO2	-16	-38	103	2	-4.1	0	33	16	103	-20
CCCCN1CN(Cc2ccccc2)CNC1=S	2	-12	94	2	-1.3	-8	18	6	96	.
Cc1ccc(NC(=S)Nc2ccc(C(C)C)cc2)cc1S(=O)(=O)N1CCCCCC1	0	-14	14	0	-5.2	-1	7	1	10	-5
COn1c2c(c3c4no[n+]([O-])c4ccc31)CCCC2	-17	-4	91	6	-2.5	0	5	-7	95	-1
COc1ccc(C(=O)O/N=C/c2c(C(F)(F)F)nn(C)c2SCc2ccccc2Cl)cc1	6	-63	4.2*	-1	-3.2	.	19	-8	13	-44
CCOC(=O)c1cnn(CCOC(=O)Cc2cccs2)c1NC(=O)Cc1cccs1	-13	-36	94	1	-1.2	0	4	0	95	-2
Cc1ccc(NC(=O)COC(=O)C2(c3ccc(Cl)cc3)CCCC2)cc1	2	-20	79	4	-2.5	-9	8	7	59	.
Oc1ccc(Nc2nc(N3CCCC3)c3ccccc3n2)cc1	-2	-69	2.0*	3	-2.5	-1	7	7	1.8*	.
CC(C)OCC(O)CN (centres undefined)	-1	-21	93	-3	-0.2	0	15	-3	103	.
COc1ccccc1N1CCN(C(=O)CN(CCc2ccccc2)S(C)(=O)=O)CC1	-8	-12	74	0	-1.4	-2	13	8	85	-10
CCN(CC)CC#CCC(O)(c1ccccc1)C1CCCC1 (centres undefined)	.	-21	85	6	-2.9	.	1	2	91	2

Compounds from the list above containing a carbonyl joined to an NH by a bond outside any ring:
SMILES	Yeast life ext	Yeast growth inh	bCat KO growth	NPY-Y2 antag	MRP1 act	Phagocyt inh	Measles CPE	GALR2 antag	HCT116 PTEN-null	E-sel TNF inh
CCCSCCCNC(=O)CC1Oc2ccccc2NC1=O (centres undefined)	-9	6	96	-1	-0.8	.	6	2	104	-4
COc1ccc(-c2cc(C(F)(F)F)c(C#N)c(SCC(=O)Nc3nc(C)co3)n2)cc1	-27	-37	26	-2	-7.0	1	11	4	10	42
CCOC(=O)c1cnn(CCOC(=O)Cc2cccs2)c1NC(=O)Cc1cccs1	-13	-36	94	1	-1.2	0	4	0	95	-2
Cc1ccc(NC(=O)COC(=O)C2(c3ccc(Cl)cc3)CCCC2)cc1	2	-20	79	4	-2.5	-9	8	7	59	.

Additional structures.
SMILES	Yeast life ext	Yeast growth inh	bCat KO growth	NPY-Y2 antag	MRP1 act	Phagocyt inh	Measles CPE	GALR2 antag	HCT116 PTEN-null	E-sel TNF inh
CCCOC(=O)c1c(NC(=O)CCCn2nc([N+](=O)[O-])cc2C)sc(C(=O)OC)c1C	-1	-16	93	0	-0.3	-5	19	-2	86	11
COc1ccc(NC(=O)COC(=O)c2cnccn2)cc1Cl	-11	-47	101	2	0.3	-1	6	-4	118	5
COc1ccc(-c2c(C)n([O-])c(C)c(C)[n+]2=O)cc1	3	-35	91	-1	-0.6	0	3	-12	114	-95
Cc1cc(C)cc(NC(=O)c2ccc3nc[nH]c3c2)c1	-3	-15	88	2	-3.9	-2	16	4	75	11
O=C(CSc1nnnn1-c1ccc2c(c1)OCO2)NCc1cccs1	1	1	65	5	-2.9	2	9	-12	75	-2
O=C(NCCc1ccccc1)C1CCN(S(=O)(=O)c2ccc(Br)s2)CC1	4	-18	91	4	-2.6	3	14	-3	91	-5
c1ccc(-c2csc3ncnc(NCC4COc5ccccc5O4)c23)cc1 (centres undefined)	-1	-36	15	15	-1.4	-2	19	17	17	11
CCCOn1nnnc1-c1ccccc1	-8	-29	93	2	-3.2	.	10	-8	103	29
CCOc1[nH]n(-c2ccccc2)c(=O)c1C=Nc1ccc(Cl)cc1	-26	-25	91	3	-2.1	.	4	5	99	31
COc1cc([N+](=O)[O-])ccc1NC(=O)CC(C)C	-6	1	96	2	-0.5	-1	13	-8	98	.
Cc1cccc(Nc2nc3c(c(=O)n(C)c(=O)n3C)n2Cc2ccccc2)c1	6	-35	87	1	0.7	0	7	-10	98	8
C=CCSc1nc(N)c2c(C)c(C)sc2n1	-13	-45	89	2	-1.8	0	2	10	87	-52
COc1ccc(OC)c(C(=O)c2coc3ccc(OC(C)=O)cc23)c1	17	-43	84	3	-3.2	-4	8	2	71	-5
CCOC(=O)C1=C(N)N(c2ccccc2Oc2ccccc2)C(=O)C1	-9	-9	99	0	-0.7	0	2	3	94	6
CCOC(=O)c1c(-c2ccc(C)o2)csc1NC(=S)NC(=O)c1ccccc1Br	14	-22	92	-1	1.1	-1	8	-10	94	-22

An excerpt from above, reduced to bCat KO growth.
mol	bCat KO growth
CCOC(=O)C1=C(N)N(c2ccccc2Oc2ccccc2)C(=O)C1	99
c1ccc(-c2csc3ncnc(NCC4COc5ccccc5O4)c23)cc1 (centres undefined)	15
COc1cc([N+](=O)[O-])ccc1NC(=O)CC(C)C	96

The results go on:
SMILES	Yeast life ext	Yeast growth inh	bCat KO growth	NPY-Y2 antag	MRP1 act	Phagocyt inh	Measles CPE	GALR2 antag	HCT116 PTEN-null	E-sel TNF inh
CC(=O)Nc1ccc(NC(=O)CSc2ccc(C(F)(F)F)cc2[N+](=O)[O-])cc1	-2	-8	77	3	0.5	-7	.	-1	82	.
Cc1cc(OCC(=O)Nc2ccc3oc(-c4ccncc4)nc3c2)ccc1Cl	-24	-18	40	2	-3.3	-2	14	-20	47	-4
CC(C)OC(=O)CSc1nnc(CNc2nc(-c3ccccc3)cs2)n1C	-14	-22	95	4	-0.9	.	6	1	90	.
O=C(NCCc1ccncc1)C12CC3CC(CC(C3)C1)C2	1	14	89	-1	-2.7	0	7	-5	95	5
O=C(Nc1ccc(Br)cn1)c1cccc(-c2cc3ccccc3oc2=O)c1	76*	-37	90	11	-3.0	5	7	5	78	.
O=c1cc(N2CCc3ccccc32)[nH]c(=O)n1-c1ccccc1	.	-35	102	0	-1.9	.	4	-1	90	19
Cc1ccc(-n2c(CCc3ccccc3)nnc2SCC(=O)NCc2ccccc2)cc1C	-1	-9	79	7	-2.7	0	3	-19	73	.
O=C(Nc1nccs1)c1cc2c(s1)-c1ccccc1OC2	-13	-30	25	-1	-4.4	0	18	14	17	5
CN(C)S(=O)(=O)c1ccc(C(=O)Nc2ccc(F)cc2F)cc1	-3	18	83	6	1.6	-1	18	-8	95	.
C/C(=N\NC(=O)COc1ccc(C#N)cc1)c1ccccc1OC(F)F	-1	-9	91	-1	-1.7	-3	4	-14	91	-8
O=C(COC(=O)c1ccc(Cl)c(S(=O)(=O)N2CCCCCC2)c1)Nc1ccccc1	3	-11	84	3	-1.7	4	8	-7	90	.
O=C(O)c1cccnc1Oc1ccccc1	-4	-20	100	0	-1.9	.	22	2	107	12
COc1ccc(OCC(=O)Nn2c(-c3cccc(OC)c3)nc3ccccc3c2=O)cc1	2	-54	97	9	-1.4	2	5	3	98	-11
CCn1c(CCNC(=O)c2ccc(Cl)c(Cl)c2)nnc1SCCOc1ccc(OC)cc1	-3	-40	65	3	-0.8	1	3	-6	64	-59
CC(/C=N/n1c(-c2cccnc2)n[nH]c1=S)=C\c1ccccc1	-14	-38	104	1	-4.5	.	24	2	101	-1

Fetched by compound from the list above:
SMILES	Yeast life ext	Yeast growth inh	bCat KO growth	NPY-Y2 antag	MRP1 act	Phagocyt inh	Measles CPE	GALR2 antag	HCT116 PTEN-null	E-sel TNF inh
CC(/C=N/n1c(-c2cccnc2)n[nH]c1=S)=C\c1ccccc1	-14	-38	104	1	-4.5	.	24	2	101	-1
C/C(=N\NC(=O)COc1ccc(C#N)cc1)c1ccccc1OC(F)F	-1	-9	91	-1	-1.7	-3	4	-14	91	-8
O=c1cc(N2CCc3ccccc32)[nH]c(=O)n1-c1ccccc1	.	-35	102	0	-1.9	.	4	-1	90	19
CN(C)S(=O)(=O)c1ccc(C(=O)Nc2ccc(F)cc2F)cc1	-3	18	83	6	1.6	-1	18	-8	95	.

Additional results follow:
SMILES	Yeast life ext	Yeast growth inh	bCat KO growth	NPY-Y2 antag	MRP1 act	Phagocyt inh	Measles CPE	GALR2 antag	HCT116 PTEN-null	E-sel TNF inh
CCCS(=O)(=O)C(=C1Nc2ccccc2N1)S(=O)(=O)CCC	1	-27	94	0	-1.4	0	3	1	90	-20
CCCCCCC1/C(=N/O)CCC1C(=O)OC (centres undefined)	-2	-19	87	1	-1.3	1	6	-9	91	-5
CSc1nsc(SC)c1NC(=O)OC1CCCCC1	-10	-17	84	2	-1.1	-2	2	-3	75	7
N#Cc1cc2c(nc1SCC(O)CS(=O)(=O)Cc1ccccc1)CCCC2 (centres undefined)	-4	-12	88	6	-2.2	2	9	0	85	4
O=C(c1ccccc1Oc1ccc(C(F)(F)F)cc1[N+](=O)[O-])N1CCOCC1	4	-9	95	3	-0.1	-3	4	-2	99	.
N#CCSc1nc(Nc2ccc3c(c2)OCO3)c2ccccc2n1	-5	-37	69	1	0.2	-3	10	2	74	.
CC(=O)c1cn(CC(=O)Nc2ccccc2)c2ccccc12	-10	-10	83	1	0.4	-4	26	-4	84	1
Cc1cc(-c2ccco2)n2c(nc3ccccc32)c1C#N	-21	-43	89	0	-3.4	.	7	-3	89	8
COc1ccc(NC(=O)Cn2nnc(-c3ccccc3F)n2)cc1Cl	-12	-47	102	2	-0.5	-1	12	-1	97	-7
CCn1c(SCC(=O)c2cc(OC)ccc2OC)nnc1C(C)C	-2	7	89	-2	-2.5	0	16	-4	92	.
Cc1ccc(-c2c(C)n([O-])c3c([n+]2=O)CCC3)cc1	9	-29	95	3	-0.2	-3	21	1	104	.
CC(=O)NC(O)C(=O)c1ccco1 (centres undefined)	-10	-10	97	-2	-0.8	.	3	9	102	10
COc1cccc(N(C(=O)c2nc3nccc(C)n3n2)c2nc3ccccc3s2)c1	-11	-13	70	-3	-3.3	-6	17	11	62	-34
CCCCn1c(=O)c(Cc2ccccc2)c(O)c2ccccc21	33	-42	112	2	-1.1	-1	13	17	98	-17
CCOc1ccc(OCC)c(NC(=O)Nc2ccc3c(c2)N(C)C(=O)CS3)c1	-12	-14	22	0	-5.0	0	0	7	21	.
Nc1nnc(-c2cccnc2)s1	-8	-13	91	1	-1.1	-3	6	1	94	19
O=C(CNC(=O)c1cccs1)OCC(=O)c1ccccc1	0	-53	94	2	0.8	0	5	0	102	.
